From PubChem
Glioma ERSR ind: ER stress response induction in glioma. Potency, µM, for inactives: at the highest dose activation, actives largely listed as activators. 0.02% of 420,000 active. U87-MG GRP78 promoter luciferase reporter, 16 h. AID 602332; also: potency is read from the fitted curve at half-maximal effect; series mostly up to about 76 µM; % of control where 0% means no effect; nearly all actives have a fitted effect of over 35% in size
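Stably transfected U87-MG glioma cells carrying a GRP78-based luciferase sensor; 16 h compound incubation. Luminescence end-point read 10 min after Bright-Glo addition at room temperature.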
APEX1 inh: blocks human APE1 abasic DNA cleavage | recombinant APE1, TAMRA/BHQ-2 abasic DNA cleavage fluorescence | Potency, µM (top dose mostly 65.8 µM), without a hit: top-dose activity change, negative = inhibition, actives largely listed as inhibitors | 0.35% of 350,000 active | AID 2517;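 also: potency is read from the fitted curve at half-maximal effect; plate controls were vehicle for no effect and reference inhibitor for full effect; nearly all actives have a fitted effect of over 55% in size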
Target sequence (P27695 whole entry, looked up): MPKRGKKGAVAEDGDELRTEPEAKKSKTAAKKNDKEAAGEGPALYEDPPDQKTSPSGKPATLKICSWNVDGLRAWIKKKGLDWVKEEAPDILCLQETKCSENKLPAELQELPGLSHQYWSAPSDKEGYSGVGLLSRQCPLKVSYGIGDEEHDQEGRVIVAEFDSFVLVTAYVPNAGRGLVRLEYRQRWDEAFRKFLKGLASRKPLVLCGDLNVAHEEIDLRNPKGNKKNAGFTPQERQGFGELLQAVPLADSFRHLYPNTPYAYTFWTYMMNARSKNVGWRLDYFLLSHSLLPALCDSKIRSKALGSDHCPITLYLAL
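Enzyme (0.75 nM final) and test compound are incubated 15 min at room temperature before adding 50 nM quenched THF abasic-site duplex. Cleavage dequenches TAMRA, followed at 525/598 nm over three reads one minute apart.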
Pol kappa inh: blocks human DNA polymerase kappa activity | Potency, µM (highest dose often 107 µM), without a hit: top-dose activity, negative = inhibition, usual class: inhibitors | purified Pol kappa, fluorescent DNA synthesis assay, 10 min | AID 588579 | Q9UBT6 | 0.53% of 400,000 active; also: potency is read from the fitted curve at half-maximal effect; % is scaled to controls: 0 for no effect and ±100 for the full control effect
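10 nM Pol kappa was preincubated with compounds for 15 min at room temperature. Reaction started with 50 nM (final) substrate. Fluorescence read kinetically at 0 and 10 min.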
LDHA block: inhibitors of human lactate dehydrogenase A; P00338; purified LDHA, NADH/diaphorase-resazurin fluorescence; stronger effect = lower value; activity change, % (values are at about 110 or 230 µM); 0.15% of 480,000 active; in the data active = activity change below about -30%; inconclusive = mostly about -25% to -30%;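 also: plate controls were DMSO wells for no effect and wells without enzyme for full effect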
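Remaining NADH was detected by diaphorase (0.133 mg/mL) converting 37 µM resazurin to fluorescent resorufin, read at 0 and 20 minutes. The preceding 5-minute room-temperature reaction used 2 nM LDHA, 0.2 mM sodium pyruvate and 0.06 mM NADH at pH 7.4.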
POLB inh: blocks human DNA polymerase beta activity; P06746; Pol beta primer extension/strand displacement, fluorescence kinetic; Potency, µM (top dose mostly 114 µM), for inactives: top-dose activity change, negative = inhibition, actives largely listed as inhibitors; 1.3% of 340,000 active; also: potency is read from the fitted curve at half-maximal effect; % is scaled to controls: 0 for no effect and ±100 for the full control effect
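Kinetic readout of DNA synthesis with strand displacement by Pol beta. Compound and 10 nM enzyme sit 15 min at room temperature; 50 nM substrate starts the reaction, read immediately and at 10 min.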
Apoferritin bind: binds horse apoferritin like a general anesthetic; Potency, µM (highest dose often 77.5 µM), for inactives: top-dose activity change, negative = displacement, usual class: inhibitors; P02791; apoferritin/1-aminoanthracene competitive binding, fluorescence; 0.074% of 350,000 active; also: potency is read from the fitted curve at half-maximal effect; % is scaled to controls: 0 for no effect and ±100 for the full control effect; nearly all actives have a fitted effect of over 20% in size
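Concentration-response curves derived by four-parameter Hill fitting of normalized fluorescence, where compounds displaced 1-AMA from 10 uM horse apoferritin following a brief 10 min room-temperature incubation; propofol titration acted as positive control.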
BLM inh: blocks DNA unwinding by human BLM helicase; recombinant BLM DNA unwinding, fluorescence dequenching; Potency, µM (series often up to 56.1 µM), without a hit: top-dose activity change, negative = inhibition, usual class: inhibitors; 0.2% of 350,000 active; AID 2528;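 also: potency is read from the fitted curve at half-maximal effect; plate controls were vehicle for no effect and no enzyme for full effect; nearly all actives have a fitted effect of over 35% in size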
Pol iota inh: DNA polymerase iota (human) inhibition. Q9UNA4. Pol iota fluorescent replication assay, 10 min. Potency, µM (series often up to 115 µM), without a hit: at the top dose activity, negative = inhibition, hits mostly inhibitors. 1% of 390,000 active. AID 588590; also: potency is read from the fitted curve at half-maximal effect
Target sequence (Q9UNA4 whole entry, looked up): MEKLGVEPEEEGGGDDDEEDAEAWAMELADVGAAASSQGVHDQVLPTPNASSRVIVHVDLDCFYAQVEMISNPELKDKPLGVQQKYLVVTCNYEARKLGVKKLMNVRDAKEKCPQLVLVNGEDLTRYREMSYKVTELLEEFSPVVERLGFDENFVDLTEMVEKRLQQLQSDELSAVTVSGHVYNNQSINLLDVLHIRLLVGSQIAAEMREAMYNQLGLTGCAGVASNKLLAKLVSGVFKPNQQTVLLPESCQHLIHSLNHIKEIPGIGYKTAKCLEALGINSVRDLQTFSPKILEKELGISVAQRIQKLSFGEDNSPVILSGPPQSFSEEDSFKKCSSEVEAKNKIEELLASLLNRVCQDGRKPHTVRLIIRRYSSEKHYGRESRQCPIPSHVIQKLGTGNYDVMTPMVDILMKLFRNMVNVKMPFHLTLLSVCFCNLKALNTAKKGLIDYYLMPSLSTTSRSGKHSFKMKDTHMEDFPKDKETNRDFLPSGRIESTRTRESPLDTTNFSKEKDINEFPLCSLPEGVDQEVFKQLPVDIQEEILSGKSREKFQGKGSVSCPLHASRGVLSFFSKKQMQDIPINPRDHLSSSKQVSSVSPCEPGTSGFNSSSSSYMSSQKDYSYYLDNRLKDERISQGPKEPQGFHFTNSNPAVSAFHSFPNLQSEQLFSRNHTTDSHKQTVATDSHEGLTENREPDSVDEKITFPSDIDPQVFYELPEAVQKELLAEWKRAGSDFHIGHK
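Pol iota at 10 nM preincubated 15 min with compounds at room temperature; reaction started with fluorescent substrate, 50 nM final. Fluorescence read kinetically at 0 and 10 min; buffer-only wells as negative control.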
Pol eta inh: blocks human DNA polymerase eta activity | Q9Y253 | recombinant Pol eta, fluorescent DNA replication assay | Potency, µM (titrated, usually from 114 µM), for inactives: top-dose activity change, negative = inhibition, actives largely listed as inhibitors | 1.2% of 390,000 active | AID 588591; also: potency is read from the fitted curve at half-maximal effect; % is scaled to controls: 0 for no effect and ±100 for the full control effect
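Pol eta (10 nM) was preincubated with compounds for 15 min at room temperature, after which fluorescent replication substrate (50 nM final) was added to start the reaction. Fluorescence was read kinetically at 0 and 10 min.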
* hit, by the source's call; ? = inconclusive; / = not tested or not shown; & = joins results of further samples; [ ] = dose if it differs, or a comment. Unless noted, calls follow the shape of the dose curve; as a rule, active = well fitted curve in the direction sought with a large enough effect; inconclusive = small, poorly fitted or top-dose-only effect, or another doubt; inactive = no such curve, though single readings can be large; an effect the other way counts as inactive or inconclusive.

SMILES | Glioma ERSR ind | APEX1 inh | Pol kappa inh | LDHA block | POLB inh | Apoferritin bind | BLM inh | Pol iota inh | Pol eta inh
Cc1ccc(NC(=O)CSc2ncccn2)cc1S(=O)(=O)N1CCOCC1 | -4.2% | 21.5% | -7.1% | 1.3 | / | / | / | -6.5% | -7.1%
CCOC(=O)c1cc(-c2ccco2)nc2c1c(C)nn2-c1cccc(Cl)c1 | -2.3% | 8.3% | -4.7% | 5.2&-0.8 | 28.2µM* | -6.9% | -13.1% | 9.0% | ?
N#Cc1ccsc1NC(=O)CN1CCN(S(=O)(=O)c2ccccc2C(F)(F)F)CC1 | -4.2% | -8.4% | -7.5% | 2.5 | -7.3% | -15.2% | -5.4% | -1.2% | ?
COc1cc(C2C(C#N)=C(N)Oc3cc(C)n(CCN4CCOCC4)c(=O)c32)cc(OC)c1OC (configuration not stated) | -1.7% | -2.4% | -6.2% | -2.5 | 18.7% | -19.4% | -8.4% | -3.3% | -19.5%
CC(NC(=O)CN1C(=O)NC2(CCCC2)C1=O)c1ccc(Cl)cc1Cl (configuration not stated) | -5.5% | 17.1% | -8.8% | -11.1 | / | / | / | 70.3%[activator] | 3.9%
NC(=O)c1c(NC(=O)C2c3ccccc3Oc3ccccc32)sc2c1CCCCC2 | -0.3% | 2.9% | -28.3% | -5.3 | 44.7µM* | -7.7% | -27.8% | ? | 35.5µM*
O=C(Nc1c(Cl)cc(Cl)cc1C(=O)NCC1CCCO1)c1ccco1 (configuration not stated) | -1.8% | -5.6% | -5.0% | 0.8 | 4.7% | -6.5% | -2.8% | 38.9%[activator] | -8.5%
COc1ccc(-n2nc(C(=O)NCc3ccco3)c3ccccc3c2=O)cc1 | -4.3% | -0.4% | 5.5% | -7.4 | 8.5% | -2.3% | -6.5% | 11.7% | -6.0%
Cc1cccc(/C=N/NC(=O)CN2CCCCCCC2)c1 | -0.9% | 1.0% | -6.3% | -5.9 | 4.1% | -12.4% | -8.1% | 3.4% | -14.0%
CS(=O)(=O)c1ccc(-c2nnn(CC(N)=O)n2)cc1 | -9.1% | -0.1% | -2.9% | -7.0 | 39.0% | 2.8% | -0.5% | 7.8% | -4.1%
Cc1cc(C(=O)NNc2ccc(F)cc2F)no1 | -6.5% | -2.0% | -2.1% | -2.8 | -12.5% | -12.4% | -2.2% | 56.2%[activator] | -12.2%
CNC(=O)C(=O)NCC1OCCCN1S(=O)(=O)c1ccc(F)cc1C (configuration not stated) | -2.6% | 8.3% | -0.8% | -2.6 | 3.4% | -6.4% | -0.6% | 5.4% | -6.9%
Cc1cc(C(=O)NNC(=O)c2cccc(N(C)C)c2)c(C)o1 | -3.8% | 30.0% | -3.6% | 0.1 | 17.9% | 0.4% | -3.3% | 27.9% | -12.8%
COc1cc(/C=C2\SC(=Nc3ccccc3)N(CCc3c[nH]c4ccccc34)C2=O)ccc1OC(C)C(=O)O (configuration not stated) | -3.6% | -8.9% | -29.4% | -15.4 | ? | -6.3% | ? | ? | ?
Cc1ccc(NC(=O)NCCc2c(C)nn(C)c2C)cc1Cl | -0.1% | / | -13.3%[60.1 µM] | -0.3 | ? | 3.4% | 1.8% | -2.6% | -7.8%
CCCCC1CCC(C(=O)N2CC(=O)Nc3ccc(Br)cc3C2c2ccc(F)cc2)CC1 (configuration not stated) | -2.4% | / | -23.1% | 1.9 | 8.5% | 31.2%[activator] | -15.3% | -2.3% | -14.4%
Cc1ccc(OCc2ccc(-c3nc(C#N)c(NCc4cccnc4)o3)o2)cc1 | -0.3% | / | -8.4% | -2.9 | -18.0% | -5.4% | -11.5% | -1.3% | -23.6%
COc1cccc(CN2C(=O)c3ccccc3C2C(=O)NCCc2ccc(OC)c(OC)c2)c1 (configuration not stated) | -1.1% | / | -4.6%[60.1 µM] | -6.3 | 0.6% | 38.3%[activator] | 1.4% | 23.1% | -16.3%
S=C(NCc1ccncc1)Nc1ccc(Cl)cc1Cl | -1.4% | -0.4% | 8.1% | -3.2 | 47.2% | -2.6% | -3.1% | -2.9% | -0.9%
O=C(O)/C=C\C(=O)Nc1ccccc1F | -4.5% | 2.1% | -13.0% | 5.0 | -2.7% | 4.3% | 2.8% | 2.5% | -4.9%
COc1cccc2[nH]c3c(N4CCCC(C)C4)ncnc3c12 (configuration not stated) | 0.0% | 12.5% | -6.5% | -1.9 | 25.8% | -12.4% | 4.0% | 10.3% | -11.2%
CC(C)c1ccc(NC(=O)c2ccc(F)c(S(=O)(=O)N3CCN(c4ccccc4F)CC3)c2)cc1 | -1.0% | / | -10.9%[60.1 µM] | -10.5 | 9.6% | 1.3% | -9.7% | 8.4% | -16.6%
CCOc1ccc2c(c1)c1nnc(SCC(=O)N3CCC(C)CC3)nc1n2C | -3.2% | -0.1% | 3.7% | -9.0 | 27.9% | -3.6% | 0.5% | 12.9% | 0.6%
Cc1csc(SCCN2C(=O)c3ccccc3C2=O)n1 | 15.0% | ? | -7.8% | -1.3 | 45.2%[activator] | -16.8% | -2.4% | 12.2% | -9.6%
Cc1c2c(nc3nc4ccccc4n13)CCCC2=O | / | -1.4% | / | / | 10.6% | -0.7% | -1.1% | / | /
CN(C)C(=O)c1ccc(NC(=O)CSc2nc3ccccc3[nH]2)cc1 | 2.9% | -6.7% | -1.1% | -9.9 | 4.1% | -10.3% | -1.3% | 105.1%[activator] | -4.4%
Cn1c(SCc2ccc(C#N)cc2)nnc1-c1ccncc1 | -1.9% | 1.6% | 0.4% | -1.8 | 6.6% | -4.0% | 6.4% | 10.7% | -9.0%
Cn1c(=O)[nH]c(=O)c2c1nc(Br)n2CC(O)COc1ccccc1 (configuration not stated) | -1.0% | 2.8% | -3.0% | -2.1 | 9.6% | -2.8% | -15.2% | -37.6% | -2.5%
O=C(/C=C/c1ccc(F)cc1)N1CCc2ccccc2C1 | 7.5% | -1.2% | -8.1% | 1.4 | / | / | / | 79.2%[activator] | -13.3%
CCS(=O)(=O)N1Cc2ccccc2CC1C(=O)N1CCN(c2ccccc2)CC1 (configuration not stated) | -3.0% | -7.5% | ? | -5.6 | 35.5µM* | -9.2% | -12.0% | ? | 15.8µM*
N=c1oc2cc(O)ccc2cc1C(=O)Nc1ccc(F)cc1 | 4.3% | -0.6% | 2.0% | -0.5 | -2.5% | 77.0%[activator] | -11.0% | 13.6% | -8.8%
CCCCOc1ccccc1C1NC(=O)NC(C)=C1C(=O)OCCOC (configuration not stated) | -0.4% | / | 1.4% | -5.5 | / | / | / | 17.7% | -11.8%
COc1ccc(Br)cc1CNC(=O)CCCc1cn(C)c2ccccc12 | -0.7% | 1.2% | -15.6% | -8.2 | -2.4% | 56.8%[activator] | -6.0% | -4.8% | -12.9%
COc1ccc([N+](=O)[O-])cc1C(=O)C(=O)c1ccccc1 | -1.4% | -1.4% | -4.2% | -13.3 | -1.5% | -14.4% | -8.4% | -4.1% | 1.6%
CCOCc1nnc(NC(=O)CS(=O)(=O)c2ccc(C)cc2)s1 | -5.8% | 15.3% | -14.4% | -4.4 | 53.7% | 0.8% | -1.6% | 7.9% | 1.7%
CCc1ccc(C2CC(=O)Oc3c2c(=O)n(C)c2ccccc32)cc1 (configuration not stated) | -3.4% | / | -3.4% | -6.1 | 6.1% | -9.9% | 2.4% | 4.1% | -5.9%
COc1ccc(Cl)cc1NC(=O)CSc1nc(-c2ccccc2)c2ccccc2n1 | -3.0% | / | -0.4% | 0.2 | 35.7% | -4.9% | -2.9% | -12.4% | 14.7%
O=C(CCCc1ccccc1)NCCC1=CCCCC1 | 0.2% | 3.7% | 6.6% | -0.6 | 0.1% | ? | -0.5% | 25.2% | 0.5%
CC(C)n1c(SCC(=O)N2CCN(C)CC2)nc2c1c(=O)n(C)c(=O)n2C | -3.9% | -1.0% | 0.8% | -14.1 | 7.9% | 6.0% | -6.4% | 17.9% | 10.5%
CCC(C)NC(=O)c1ccc2nc(Cc3ccc(OC)cc3)oc2c1 (configuration not stated) | 3.7%&1.4% | -1.2% | 5.5% | -8.2&0.7 | ? | -10.7%&2.5% | 1.5%&0.3% | 14.0%&14.9% | -12.3%&-13.8%
CCOC(=O)c1cnn(-c2nc(OC)cc(OC)n2)c1C(F)(F)F | -2.6% | 2.8% | -1.2% | -1.7 | 78.4% | -8.0% | -3.9% | 32.0%[activator] | -21.8%
O=c1[nH]c2c(cnn2-c2ccc(Cl)cc2)c(=O)n1-c1cccc(Cl)c1 | -1.6% | 1.3% | 2.6% | -10.9 | -8.5% | 16.1% | 0.8% | 0.6% | -15.1%
CC(NC(=O)CSc1ncccc1C(=O)O)C1CC2CCC1C2 (configuration not stated) | 1.1% | 0.8% | 0.2% | 0.4 | 17.6% | 6.2% | -4.5% | -2.8% | 5.2%
Cc1nc(COC(=O)c2ccc(CO)cc2)cs1 | 0.6% | -3.5% | 3.9% | 1.8 | 1.9% | -11.1% | 1.9% | ? | -9.9%
CC(C)(C(=O)Nc1nccs1)c1ccccc1 | 1.2% | ? | 1.9% | -12.1 | -4.7% | ? | -28.6% | 156.4%[activator] | -19.0%
Cc1cc(C)cc(OCc2nnc(SCC(=O)c3ccccc3)o2)c1 | 0.3% | 6.9% | -0.7% | 0.2 | 7.9% | ? | -7.3% | 23.7% | -20.9%
Cc1nn(C)c(C)c1CCC(=O)N1CCCC(C(=O)c2cccc(OC(C)C)c2)C1 (configuration not stated) | 6.0% | 8.9% | 7.9% | -4.4 | 15.2% | 1.8% | 0.3% | 19.9% | -11.8%
Cc1cc(C)nc(SCCCNCc2ccc(Br)cc2)n1 | -2.3% | 17.1% | 2.4% | -4.4 | 24.3% | -7.5% | -10.4% | -8.9% | -15.4%

In another format: 2 of the compounds above
Molecule,Glioma ERSR ind,APEX1 inh,Pol kappa inh,LDHA block,POLB inh,Apoferritin bind,BLM inh,Pol iota inh,Pol eta inh
Cc1nn(C)c(C)c1CCC(=O)N1CCCC(C(=O)c2cccc(OC(C)C)c2)C1 (configuration not stated),6.0%,8.9%,7.9%,-4.4,15.2%,1.8%,0.3%,19.9%,-11.8%
Cc1cc(C)nc(SCCCNCc2ccc(Br)cc2)n1,-2.3%,17.1%,2.4%,-4.4,24.3%,-7.5%,-10.4%,-8.9%,-15.4%

A portion of the library; the hit share may differ from the screen's.
